TDP1 cell noCPT – qHTS for Inhibitors of human tyrosyl-DNA phosphodiesterase 1 (TDP1): qHTS in cells in absence of CPT. DT40 Tdp1-/- hTDP1 cells, no CPT, ATP luminescence, 48 h. Potency, µM (doses to about 46.2 µM), for inactives: at the highest dose activity change, negative = growth inhibition, actives largely listed as inhibitors. 420,000 tested, 15% active; note: nearly all actives have a fitted effect of over 55% in size
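Compound effects on proliferation are scored in DT40 Tdp1-/-;hTDP1 cells in the absence of CPT. ATP levels (CellTiter-Glo luminescence) are recorded after a ≥48 hr, 37 °C incubation.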
TDP1 cell CPT – DT40-hTDP1 cell growth loss with CPT. AID 686979. 420,000 tested, 12% active. Potency, µM (series often up to 46.2 µM), without a hit: at the top dose activity change, negative = growth inhibition, most hits filed as inhibitors. chicken DT40 Tdp1-/-;hTDP1 cells + 20 nM CPT, ATP luminescence, 48 h; note: nearly all actives have a fitted effect of over 55% in size
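Cell growth measured by CellTiter-Glo luminescence after a minimum 48 h, 37 C compound exposure with 20 nM CPT in Tdp1-knockout DT40 cells stably expressing hTDP1, seeded 400/well; qHTS titration format.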
TDP1 block – blocks human tyrosyl-DNA phosphodiesterase 1. 350,000 tested, 0.28% active. Q9NUW8. recombinant TDP1, AlphaScreen DNA substrate cleavage. Potency, µM (series often up to 130 µM), inactives show at the top dose activity change, negative = inhibition, hits mostly inhibitors; note: nearly all actives have a fitted effect of over 40% in size
Target sequence (Q9NUW8 whole entry, looked up): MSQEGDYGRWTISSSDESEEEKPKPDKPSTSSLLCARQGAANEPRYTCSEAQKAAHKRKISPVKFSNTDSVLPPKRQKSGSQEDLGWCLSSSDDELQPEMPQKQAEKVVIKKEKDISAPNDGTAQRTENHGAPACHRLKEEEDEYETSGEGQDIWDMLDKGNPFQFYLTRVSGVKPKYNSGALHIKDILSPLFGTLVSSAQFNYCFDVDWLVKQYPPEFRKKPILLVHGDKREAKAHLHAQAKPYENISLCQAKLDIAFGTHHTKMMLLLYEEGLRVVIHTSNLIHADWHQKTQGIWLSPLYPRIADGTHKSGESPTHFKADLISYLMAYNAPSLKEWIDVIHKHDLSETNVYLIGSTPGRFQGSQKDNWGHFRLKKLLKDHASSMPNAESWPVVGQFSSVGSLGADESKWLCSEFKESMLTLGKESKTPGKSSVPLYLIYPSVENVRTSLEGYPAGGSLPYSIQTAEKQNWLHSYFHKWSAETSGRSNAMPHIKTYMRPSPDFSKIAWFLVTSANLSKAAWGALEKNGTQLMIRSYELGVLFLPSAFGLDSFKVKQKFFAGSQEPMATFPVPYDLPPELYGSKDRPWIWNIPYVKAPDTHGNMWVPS
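AlphaScreen read-out: signal falls as enzyme removes the 3' tyrosine-FITC from a 5'-biotinylated DNA oligo (15 nM, 5 min, RT). Enzyme was E. coli-made recombinant Tdp1 at 1 nM, exposed to compound for 15 min beforehand; beads 10 ug/ml, 10 min.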
Starred values were filed as active, the others as inactive; ? = inconclusive; . = not tested or not shown; & = joins results of further samples; [ ] = dose if it differs, or a comment. Calls come from the whole dose curve; as a rule, active = well fitted curve in the direction sought with a large enough effect; inconclusive = small, poorly fitted or top-dose-only effect, or another doubt; inactive = no such curve, though single readings can be large; an effect the other way counts as inactive or inconclusive. % is set by controls: 0 for no effect and ±100 for the full control effect; potency is the fitted concentration of half-maximal effect. Not a hit list (roughly 18% active in at least one column).

SMILES | TDP1 cell noCPT | TDP1 cell CPT | TDP1 block
O=C(O)C1Sc2[nH]c(=O)sc2C2c3cc(Cl)ccc3OC(=O)C12 (stereo not given) | 5% | 0% | 2%
O=S(=O)(Nc1ncn[nH]1)c1ccc2ccccc2c1 | -3% | 3% | -3%
OCC[C@H]1C[C@H](O)[C@@H](O)[C@@]2(Cc3ccccc3O2)O1 | -1% | -3% | -2%
Cc1cc2ccccn2c1C(=O)Nc1ccc(Cl)cc1 | -10% | -14% | -2%
CCCCNc1cc(NC2CCCCC2)c2c3c(onc13)-c1ccccc1C2=O | ? | ? | 12%
COc1ccc(C(=O)OCC(=O)Nc2cccc(S(=O)(=O)N3CCCCCC3)c2)cc1[N+](=O)[O-] | ? | ? | .
COc1ccc(S(=O)(=O)N2CCC(C(=O)NCc3ccncc3)CC2)cc1C | -15% | -4% | .
COc1ccc(N2CCN(C(=O)COC(=O)/C=C/c3ccc(C(F)(F)F)cc3)CC2)cc1 | ? | ? | -1%
O=C(Nc1nc(=O)n(C(=O)C2CC2)s1)c1ccccc1 | 23µM* | 21µM* | 7%
CCOCC(=O)Nc1cc(C)on1 | 17% | -4% | 0%
CCc1ccc(C(=O)NNC(=O)C2CSC3(C)CCC(=O)N23)cc1 (stereo not given) | -7% | 1% | -6%
C=CCNC(=O)c1cc(-c2ccccc2O)on1 | -29% | -23% | -10%
O=Cc1cc2ccccc2nc1SCc1ccc(Cl)cc1 | 1µM* | 1µM* | -3%
CCCNC(=O)OCC12CC3CC(CC(C3)C1)C2 | ? | -24% | 2%
CC(=O)Nc1ccc(S(=O)(=O)NNC(=O)COc2ccc(C)cc2)cc1 | -5% | -2% | 0%
COc1cc(S(=O)(=O)N(Cc2ccccn2)Cc2ccccc2Cl)ccc1-n1cnnn1 | ? | ? | 0%
CC(C)CCNC(=O)Cc1ccccc1[N+](=O)[O-] | -23% | -5% | -8%
COc1cccc(Nc2nc(-c3sc(C)nc3C)cs2)c1 | ? | -17% | 11%
C(=C\c1c[nH]c2ccccc12)/c1nccc2ccccc12 | ? | ? | .
Nc1cccc(C(=O)Nc2ccc(N)cc2Cl)c1 | 0% | -6% | 5%
CCOc1ccccc1CNS(=O)(=O)c1ccc(-c2cnc(C3CC3)o2)cc1 | 0.65µM* | 0.82µM* | 4%&4%
Cn1c(/C=C/c2ccc(Cl)cc2)c([N+](=O)[O-])c(=O)n(C)c1=O | 21µM* | ? | .
COc1ccc2oc(C)c(C(N)=O)c2c1 | -9% | -7% | 6%
Cc1oc2ncn(CC(C)C)c(=O)c2c1C(=O)NCCc1ccc(Cl)cc1 | 15µM* | ? | 4%
CC1(C)CN=C(c2ccccc2)NC1 | 0% | -2% | .
CCOC(=O)c1sc2nc(C)nc(SCC(=O)NC(C)CCc3ccccc3)c2c1C (stereo not given) | -28% | ? | 3%
Cc1nc(C)n(CCNC(=O)c2ccco2)n1 | -3% | 2% | .
Cc1ccccc1-n1nc2c(c1NC(=O)c1ccc3c(c1)OCO3)CS(=O)(=O)C2 | 7% | -9% | 4%
Cc1cccc2c(=O)c(C(=O)NCc3cccs3)c[nH]c12 | 0% | -6% | .
O=C(COC(=O)c1ccco1)Nc1nc2ccc([N+](=O)[O-])cc2s1 | -10% | ? | 1%
CN(C(=O)COC(=O)c1ccc(S(=O)(=O)N2CCOCC2)cc1)c1ccccc1 | -15% | 3% | 1%
O=c1cc(-c2ccccc2)nc(SCc2ccc(F)cc2)[nH]1 | -13% | -10% | 8%
COc1ccc(CN2CCNC(=O)C2CC(=O)NCCSc2nccn2C)c(OC)c1 (stereo not given) | 5% | 15% | 3%
O=S(=O)(Nc1ccon1)c1ccc(F)c(F)c1 | 15% | -3% | 6%
CC(=O)C(CC(=O)N1CCCc2ccccc21)C(=O)Nc1ccc(F)cc1 (stereo not given) | -15% | -26% | -4%
Cn1cc(S(=O)(=O)N2CCCC2)cc1C(=O)NCc1ccc(F)cc1 | -2% | 0% | .
CCOC(=O)c1cc2sc(C)cc2n1CC(=O)N1CCc2ccccc21 | -10% | -19% | 1%
COc1ccccc1N1CCN(S(=O)(=O)c2cc(-c3cc(C)no3)ccc2C)CC1 | 18µM* | 21µM* | 3%
C[C@H](CO)N1C[C@H](C)[C@@H](CN(C)C(=O)NC2CCCCC2)Oc2ccc(NS(C)(=O)=O)cc2C1=O | 3% | 20% | -3%
O=c1cc(NCc2ccccc2)[nH]c(=O)[nH]1 | -5% | -1% | .

Whole records, looked up by structure.
Profile of `CCOc1ccccc1CNS(=O)(=O)c1ccc(-c2cnc(C3CC3)o2)cc1` = TDP1 cell noCPT: 0.65µM*; TDP1 cell CPT: 0.82µM*; TDP1 block: 4%&4%
Profile of `O=S(=O)(Nc1ncn[nH]1)c1ccc2ccccc2c1` = TDP1 cell noCPT: -3%; TDP1 cell CPT: 3%; TDP1 block: -3%

Following part:
SMILES | TDP1 cell noCPT | TDP1 cell CPT | TDP1 block
CCOc1ccc(NC(=S)NN(C)C(=S)Nc2ccc(OCC)cc2)cc1 | ? | ? | 11%
COc1cccc(/C=C2\Oc3cc(OCC(=O)N4CCCCC4)ccc3C2=O)c1OC | ? | ? | 10%
COc1cc(OC)nc(C(NC(=O)C2CCN(Cc3c[nH]c4ccccc34)CC2)c2ccc(Cl)cc2)n1 (stereo not given) | 18µM* | ? | .
Cc1ccc(C(=O)C2=C(O)C(=O)N(c3ncccn3)C2c2ccc(F)cc2)o1 (stereo not given) | -26% | 3% | -1%
COc1ccc(C=CC(=O)c2c(OC)cc(OC)c(OC)c2O)cc1 | ? | ? | .
CCOC(=O)/C(=N\Nc1ncnc2ccccc12)c1ccc(OC)cc1 | -7% | -6% | 2%
Cc1ccc(C(NC(=O)c2ccccc2S(C)(=O)=O)c2ccccc2)cc1 (stereo not given) | -27% | 0% | 0%
CCc1nnc(NS(=O)(=O)c2ccc(NC(=S)NC(=O)/C=C/c3ccc(C(C)C)cc3)cc2)s1 | -22% | -21% | -10%
Oc1ccc(-c2nnc(SCc3ccccc3)o2)cc1 | -12% | 20% | .
O=C(CCNC(=O)c1ccc(Br)cc1)NCC(c1ccco1)N1CCCCC1 (stereo not given) | -18% | -17% | 2%
COc1ccc(NS(=O)(=O)c2cccc(C(=O)OCC(=O)N3CCN(c4ccc(OC)cc4)CC3)c2)cc1 | 13µM* | 13µM* | .
COc1cc(-c2noc(CN3CCN(c4cccc(Cl)c4)CC3)n2)cc(OC)c1OC | 21µM* | 16µM* | 1%
COc1ccccc1CNC(=O)CCC1N=C2c3ccccc3N=C(SCC(=O)NCC3CCCO3)N2C1=O (stereo not given) | 9% | 1% | 2%
Cc1ccccc1OCCC(=O)NNC(=O)COc1cccc(F)c1 | -15% | -8% | -1%
CC(=O)Nc1ccc(NC(=O)c2cc(-c3ccc(C)cc3O)n[nH]2)cc1 | -2% | -22% | .
CCOc1ccc(N2C(=O)CC(NCCc3ccncc3)C2=O)cc1 (stereo not given) | 0% | -11% | 2%
CC(=O)c1ccc(NC(=O)CN2CCCCCC2)cc1 | -37% | -8% | 5%
Cc1ccc(NC2CCCN(C(=O)c3cccc4nccnc34)C2)cc1C (stereo not given) | -4% | 0% | 7%
Cc1cc(=O)n2nc(N3CCCC(C(=O)NCc4cccc(Cl)c4)C3)sc2n1 (stereo not given) | 21% | -2% | 0%
CCOc1cc(/C=C2\N=C(SCC)SC2=O)cc([N+](=O)[O-])c1OC(C)=O | ? | ? | 1%
Cc1onc(-c2ccccc2)c1C(=O)Nc1ccc(S(=O)(=O)N2CCOCC2)cc1 | 23µM* | ? | -12%
CC(NS(=O)(=O)c1ccccc1)C(=O)Nc1nccs1 (stereo not given) | -9% | ? | 6%
CC(=O)NC1CCN(C(=O)N2CCCC2)CC1 | -20% | 5% | 2%
CCCC(=O)N1CC(=O)Nc2ccc(Cl)cc2C1c1ccccc1 (stereo not given) | ? | ? | 0%
COc1ccccc1CN1CCCC2(CCN(C(=O)c3csnn3)CC2)C1 | -7% | 4% | .
CN(CC(=O)N1CCCC1)S(=O)(=O)c1cc(Cl)ccc1Cl | 4% | -22% | -1%
CC(=O)Nc1ccc(S(=O)(=O)NNC(=O)CCC(=O)Nc2cc(C)ccc2C)cc1 | -6% | 2% | 3%
O=C(O)C1CCCCC1C(=O)Nc1ccccc1Nc1ccccc1 (stereo not given) | ? | ? | 6%
CCOC(=O)c1ccccc1N=Cc1c(O)c2ccccc2oc1=O | -7% | -20% | .
N#Cc1cnn(Cc2ccccc2)c1N | -7% | 0% | 4%
COc1cc2cc(C(=O)Nc3ccccc3)c(N)nc2cc1OC | 21µM* | ? | 0%
N#Cc1ccc(C(=O)NC2CCCCCCC2)cc1 | ? | -21% | -1%
O=C(Nc1ccc(Br)cn1)c1coc(=O)c(Br)c1 | 3.7µM* | 1.5µM* | .
Cc1ccccc1N(C(=O)c1snc(C(N)=O)c1N)C(C(=O)NCC1CCCO1)c1ccc(F)cc1 (stereo not given) | 10µM* | 15µM* | 4%
COc1ccc(CCN(C)C(=O)C2CCCN(Cc3ccc(OC)c(OC)c3)C2)cc1OC (stereo not given) | -14% | 34%[activator] | -5%&-3%
COc1ccc(NC(=O)c2cc3c(=O)n(C)c4ccccc4c3n2C)cc1OC | ? | ? | 3%
Cc1ccccc1NC(=O)c1ccc(C)c(S(=O)(=O)Nc2ccccn2)c1 | -15% | -3% | 3%
CC(C)(C)OC(=O)NCCCC[C@@H](C(=O)N1CCN(C(=O)OC(C)(C)C)CC1)n1cc(CCC(=O)O)nn1 | -7% | -4% | -3%
COc1ccc(CC(=O)Nc2sc3c(c2C(=O)Nc2ccccc2)CCCCC3)cc1 | ? | -69% | -9%[12.3 µM]
O=[N+]([O-])c1ccc(C(O)C[n+]2ccccc2)cc1 (stereo not given) | 9% | -4% | .
COc1ccc(N2CC(NC(=O)c3ccco3)CC2=O)cc1 (stereo not given) | 10% | 20% | 3%
O=C(NCCS(=O)(=O)N1CCN(c2ccccc2)CC1)C12CC3CC(CC(C3)C1)C2 | 21µM* | 26µM* | .
COC(=O)c1ccc(NC(=O)CC2Nc3cc(C)c(C)cc3NC2=O)cc1 (stereo not given) | ? | ? | .
COc1ccc(C(=O)NC2CCN(Cc3ccccc3)C2)cc1S(=O)(=O)N1CCOCC1 (stereo not given) | 7% | -14% | 0%
CN1CCC(CNC(=O)Nc2csc3ccccc23)CC1 | -5% | -13% | 4%
c1ccc2c(c1)Oc1cccc3cccc-2c13 | 3% | 11% | .
COc1ccc(S(=O)(=O)N2CCC(C(=O)N[C@H](C(=O)NCc3ccco3)C(C)C)CC2)cc1 | 3% | -5% | 0%
O=C(Oc1nsnc1N1CCOCC1)N1CCCCC1 | ? | ? | .
COc1cc(CNn2c(C)n[nH]c2=S)cc(Cl)c1OCc1ccccc1 | -12% | -23% | -3%

Of the compounds above, these contain a Cl atom:
SMILES | TDP1 cell noCPT | TDP1 cell CPT | TDP1 block
O=C(O)C1Sc2[nH]c(=O)sc2C2c3cc(Cl)ccc3OC(=O)C12 (stereo not given) | 5% | 0% | 2%
Cc1cc2ccccn2c1C(=O)Nc1ccc(Cl)cc1 | -10% | -14% | -2%
O=Cc1cc2ccccc2nc1SCc1ccc(Cl)cc1 | 1µM* | 1µM* | -3%
COc1cc(S(=O)(=O)N(Cc2ccccn2)Cc2ccccc2Cl)ccc1-n1cnnn1 | ? | ? | 0%
Nc1cccc(C(=O)Nc2ccc(N)cc2Cl)c1 | 0% | -6% | 5%
Cn1c(/C=C/c2ccc(Cl)cc2)c([N+](=O)[O-])c(=O)n(C)c1=O | 21µM* | ? | .
Cc1oc2ncn(CC(C)C)c(=O)c2c1C(=O)NCCc1ccc(Cl)cc1 | 15µM* | ? | 4%
COc1cc(OC)nc(C(NC(=O)C2CCN(Cc3c[nH]c4ccccc34)CC2)c2ccc(Cl)cc2)n1 (stereo not given) | 18µM* | ? | .
COc1cc(-c2noc(CN3CCN(c4cccc(Cl)c4)CC3)n2)cc(OC)c1OC | 21µM* | 16µM* | 1%
Cc1cc(=O)n2nc(N3CCCC(C(=O)NCc4cccc(Cl)c4)C3)sc2n1 (stereo not given) | 21% | -2% | 0%
CCCC(=O)N1CC(=O)Nc2ccc(Cl)cc2C1c1ccccc1 (stereo not given) | ? | ? | 0%
CN(CC(=O)N1CCCC1)S(=O)(=O)c1cc(Cl)ccc1Cl | 4% | -22% | -1%
COc1cc(CNn2c(C)n[nH]c2=S)cc(Cl)c1OCc1ccccc1 | -12% | -23% | -3%

Screening data deposited in PubChem by National Center for Advancing Translational Sciences (NCATS).
